# Bioassay records deposited in PubChem BioAssay by Sanford-Burnham Center for Chemical Genomics.
# TAG inh = reduces triacylglycerol accumulation in H9c2 cells | Nile Red lipid (TAG) fluorescence; cells loaded with 200 µM oleic acid | inhibition, % at 12.5 µM | hit rate 0.66% among 230,000 | AID 651582;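 active = pattern-corrected inhibition of lipid staining of at least 50% with the nuclear-stain viability signal not falling by more than 50%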;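 also: 0% = DMSO wells and 100% = triacsin C control wells; some results filed as inactive read as strong as hits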
# TAG inh DAPI viability = second read-out of TAG inh, no call of its own (marks repeat the call); DAPI nuclei signal change (viability), lower = more cytotoxic, %;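 whole-well DAPI fluorescence read on a plate reader as a viability signal; minus 50 percent equals half of cells still viable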
# Active calls of the source: *; & = joins results of further samples.
# Start of the listing, in advance:
# Each structure is followed by: TAG inh	TAG inh DAPI viability
COc1ccc(-n2c(SCC3OCCO3)nc3c(sc(=S)n3-c3ccccc3)c2=O)cc1OC
→ -10	2
CCOC(=O)Cc1nn(Cc2ccccc2)c(=O)c2ccccc12
→ 6	-8
Cn1c(N)c(C(=O)COC(=O)CSc2ccc3ccccc3c2)c(=O)n(C)c1=O
→ 10	3
Cc1cc2c(C)cc(=O)[nH]c2cc1NC(=O)CCl
→ 33	-18

# This part in full, from the start:
# Each structure is followed by: TAG inh	TAG inh DAPI viability
COc1ccc(-n2c(SCC3OCCO3)nc3c(sc(=S)n3-c3ccccc3)c2=O)cc1OC
→ -10	2
CCOC(=O)Cc1nn(Cc2ccccc2)c(=O)c2ccccc12
→ 6	-8
Cn1c(N)c(C(=O)COC(=O)CSc2ccc3ccccc3c2)c(=O)n(C)c1=O
→ 10	3
Cc1cc2c(C)cc(=O)[nH]c2cc1NC(=O)CCl
→ 33	-18
CN(Cc1cccc(Cl)c1Cl)C(=O)c1cc(S(=O)(=O)N2CCOCC2)ccc1F
→ 0	1
Cc1nc(-c2cccs2)ccc1C(=O)O
→ -1	-5
Cc1cc(C)c2ccc(NN)nc2c1O
→ 0	-1
O=C(COC(=O)c1ccc(Cl)nc1)NNC(=O)c1ccc(Cl)cc1
→ 4	11
O=C(Nc1nnc(-c2ccccc2SCc2ccccc2F)s1)Nc1ccccc1F
→ 6	8
CCC/C=C/c1ccc(CN2C(C(C)C)C(=O)N(Cc3cn(CC4CCCCC4)nn3)CCS2(=O)=O)cc1 (stereo not given)
→ 1	0
Cc1sc2ncnc(OCC(=O)NC(C)C(C)C)c2c1C (stereo not given)
→ -6	12
O=C(NCc1ccc2c(c1)OCO2)c1ccc(CS(=O)(=O)c2ccc(Br)cc2)o1
→ -13	-5
CN(c1ccccc1)S(=O)(=O)c1ccc(C(=O)OCC(=O)N2CCOCC2)cc1
→ -32	65
COCCNC(=O)CCCn1c(=O)c2cc(OC)c(OC)cc2n(CC(=O)Nc2ccccc2OC)c1=O
→ -3	-3
CC(C)OCc1ccc(C(=O)N2CCN(S(=O)(=O)c3ccc(Br)s3)CC2)cc1
→ -12	-1

# Sorted by length of the SMILES (rising): some entries from above.
# Each structure is followed by: TAG inh	TAG inh DAPI viability
O=C(Nc1nnc(-c2ccccc2SCc2ccccc2F)s1)Nc1ccccc1F
→ 6	8
CN(c1ccccc1)S(=O)(=O)c1ccc(C(=O)OCC(=O)N2CCOCC2)cc1
→ -32	65
CN(Cc1cccc(Cl)c1Cl)C(=O)c1cc(S(=O)(=O)N2CCOCC2)ccc1F
→ 0	1
COc1ccc(-n2c(SCC3OCCO3)nc3c(sc(=S)n3-c3ccccc3)c2=O)cc1OC
→ -10	2

# (more compounds)
# Each structure is followed by: TAG inh	TAG inh DAPI viability
O=S(=O)(NC1CCCCCCC1)c1ccc(F)cc1
→ -9	-1
CCc1ccccc1NC(=O)C1CCN(C(=O)N2CCOc3ccccc32)CC1
→ -5	-9
Cc1ccc(NS(=O)(=O)c2cc3c(cc2C)NC(=O)CO3)cc1
→ 12	-6
CCOc1ccccc1Nc1ncccc1C(=O)O
→ 13	-2
NC(=O)c1ccsc1NC(=O)COC(=O)CSc1ccc(Cl)cc1
→ -17	6
CCN(C[C@H]1N[C@@](CC)(C(=O)OC)[C@H]2C(=O)N(C)C(=O)[C@@H]12)S(=O)(=O)c1ccc(OC(F)(F)F)cc1
→ -4	-5
O=C(O)C1=C2C(=O)Nc3cccc(c32)C2(C1)C(=O)Nc1ccccc12 (stereo not given)
→ -2	-3
CCc1ccc(CN(C)C(=O)c2cc(COc3c(F)cccc3F)on2)cc1
→ -17	3
O=C(COC(=O)Cn1cnc2ccccc2c1=O)NCc1ccccc1Cl
→ -2	11
CCOC(=O)n1n[n+]([O-])c2ccccc21
→ 2	-3
Cc1cccc(C)c1NC(=S)N(Cc1ccccc1)Cc1cccs1
→ -40	-3
O=C(Cn1cnc2ccccc2c1=O)N/N=C/c1ccc(Br)cc1
→ 2	1
O=C(NCCCCc1ccccc1)C1CC(c2cccc([N+](=O)[O-])c2)=NO1 (stereo not given)
→ 10	-2
CCNc1nc2c(c(=O)n(C)c(=O)n2C)n1Cc1ccc(Cl)cc1
→ -26	-6
COc1ccc2c(C(=O)NCc3ccc4c(c3)OCO4)c(-c3ccc(S(C)(=O)=O)cc3)sc2c1
→ 2	-8

# Entries of single compounds from above. Values in the order: TAG inh, TAG inh DAPI viability
# CC(C)OCc1ccc(C(=O)N2CCN(S(=O)(=O)c3ccc(Br)s3)CC2)cc1 reads -12, -1
# CCNc1nc2c(c(=O)n(C)c(=O)n2C)n1Cc1ccc(Cl)cc1 reads -26, -6

# (cont.)
# Each structure is followed by: TAG inh	TAG inh DAPI viability
CN(C)/C=C(/C(=O)c1ccc(Cl)cc1Cl)S(=O)(=O)c1ccccc1
→ -13	-1
O=C(Nc1ccccc1)OC(CN1CCCCC1)C(F)(F)F (stereo not given)
→ -34	-5
CC(C)OP(=O)(OC(C)C)C(O)c1ccc(N(C)C)cc1 (stereo not given)
→ -12	-6
COc1ccc(N2CCN(C(=O)c3cccs3)CC2)cc1
→ -13	-5
CC(=O)Nc1ccc(NC(=O)CCC(=O)OCC(=O)c2ccc(C)c([N+](=O)[O-])c2)cc1
→ 5	2
O=C(O)CCCCCN1C(=O)CSC1=S
→ -12	11
CCn1c(C)c(C(C)=O)c(N2CCN(c3ccccc3)CC2)nc1=S
→ 3	2
CCc1nn(C)c2c(=O)c(=O)c2n(C)[nH]1
→ 6	3
CCOc1cc(N2CCOCC2)c(OCC)cc1NC(=O)CN1C(=O)N(C)C2(CCCCC2)C1=O
→ -6	4
Cc1ccc(CNC(=O)C2CCC(=O)N(C3CC3)C2)cc1 (stereo not given)
→ 3	-5
Cc1ccccc1Nc1nc(N)nc(CCl)n1
→ 14	-3
Cc1cccc(NC(=S)N/C(=N/S(=O)(=O)c2ccccc2)c2ccccc2)c1
→ -7&-10	-8&2
CCCNS(=O)(=O)c1ccc(CCC(=O)N2CCOCC2)cc1
→ 9	-5
CCn1c(SCC(=O)N(C)CC(=O)Nc2ccc(OC)cc2)nnc1-c1ccco1
→ 3	-2
COC(=O)c1ccc(CN2CCN(C3CCCCC3)C(CCO)C2)cc1 (stereo not given)
→ 3	7
N#C/C(=C(/O)COc1ccc(Cl)cc1)c1nc2ccccc2s1
→ 13	-4
Cc1ccc(S(=O)(=O)N2CCC(C(=O)N/N=C/c3cccn3C)CC2)cc1
→ -1	-6
CCOc1ccc(C(c2c(C)[nH][nH]c2=O)c2c(C)[nH][nH]c2=O)cc1OC
→ -16	-1
COc1ccccc1CNc1nc(Nc2ccccc2-n2cccn2)c2sccc2n1
→ -16	11
N#Cc1ccc(CN2CCN(CC(=O)Nc3ccccc3C(=O)NC3CC3)CC2)cc1
→ -31	7
COc1ccccc1C1CC(=O)NC(C)=C1C(=O)OC(C)C (stereo not given)
→ -2	-5
CCOC(=O)C1CCN(C(=O)NS(=O)(=O)c2ccc(C)cc2)CC1
→ 3	-5
CN(C)S(=O)(=O)c1ccc(N2CCCC2)c(C(=O)N2CCN(c3ccc([N+](=O)[O-])cc3)CC2)c1
→ -25	-16
O=C(/C=C/N1CCN(Cc2ccccc2)CC1)C(F)(F)F
→ 5	-8
N#CCc1ccc(Oc2ccc([N+](=O)[O-])cn2)cc1
→ -3	9
Cc1ccc(S(=O)(=O)N2CCCCC2)cc1C(=O)NCCC1=CCCCC1
→ -6	2
CCOC(=O)c1cnn(-c2ccccc2)c1NC(=O)C(F)(F)C(F)(F)C(F)(F)F
→ 5	-1
O=C(NNC(=S)NC(=O)c1cccs1)c1ccc(O)cc1
→ 12	-3
O=C(Nc1ccc(Cl)c([N+](=O)[O-])c1)ONC1=NCCCCC1
→ 6	-2
CC(=O)Nc1ccc(NC(=O)C(C)Sc2nnc(-c3cccs3)o2)cc1 (stereo not given)
→ -4	7
CC1CC(C)CN(C(=O)Cn2cc(C=O)c3ccccc32)C1 (stereo not given)
→ -4	1
CC(=O)Nc1ccc(NS(=O)(=O)c2ccc(C)cc2)c([N+](=O)[O-])c1
→ 0	-1
CN1CCN(c2ccc(NC(=O)c3ccc4c(c3)OCCO4)cc2)CC1
→ 4	6
O=S(=O)(c1ccc(F)cc1)N1CCN=C1SCc1cccnc1
→ -1	3
CC(=O)c1ccc(-n2nncc2-c2ccc([N+](=O)[O-])cc2)cc1
→ 0	5
CCOc1cc(C=NN=C2c3ccccc3-c3ccccc32)ccc1O
→ 30	10
CC(=O)OCC1OC(n2c3c(cc(C#N)c2=S)CCCC3)C(OC(C)=O)C(OC(C)=O)C1OC(C)=O (stereo not given)
→ 0	0
O=C(O)CC(CC(=O)Nc1ccccc1C(=O)O)c1ccccc1 (stereo not given)
→ 7	8
Cc1onc(-c2c(Cl)cccc2Cl)c1C(=O)ONC(=O)c1cc(C(F)(F)F)cc(C(F)(F)F)c1
→ 3	-3
COc1ccc(OC)c(-n2c(SCC(N)=O)nnc2-c2c[nH]c3ccccc23)c1
→ 4	-1
O=S(=O)(c1ccc2c(c1)OCCO2)N1CCN(Cc2ccc3c(c2)OCO3)CC1
→ 0	9
CCn1ncc(Br)c1C(=O)Nc1cc(C(=O)OC)ccc1C(=O)OC
→ -3	6
Cc1ccc(C(=O)NCCSc2c(C)[nH]c3ccccc23)cc1[N+](=O)[O-]
→ 15	-4
O=C(CSc1ccc(Cl)cc1)NC(=O)NCc1ccco1
→ -14	13
O=C(O)/C=C/c1cnc[nH]1
→ -4	-5

# The results go on.
SMILES	TAG inh	TAG inh DAPI viability
O=C(COC(=O)c1cc(=O)[nH]c2ccccc12)Nc1ccc(Cl)cn1	-9	1
O=C(COC(=O)CNC(=O)c1ccc(Cl)cc1Cl)NNC(=O)c1ccccc1	9	-8
CCOC(=O)c1c(NC(=O)CN2CCOCC2)sc2c1CCCC2	-11	0
Cc1cc(C)n(-c2ccc(NC(=O)C3CCCCN3Cc3cccc4c3OCO4)cc2)n1 (stereo not given)	7	-2
CC(=O)N1N=C(c2ccccc2)CC1c1cccc([N+](=O)[O-])c1 (stereo not given)	-7	0
Cc1cc2c(OCC(O)CN3CCCCC3)cccc2[nH]1 (stereo not given)	21	-15
Cc1ccc(/C=N/n2c(-c3cccc(Cl)c3)n[nH]c2=S)o1	3	11
CC1(C)NC(=O)N(CCOCCOc2ccccc2)C1=O	-23	12
COc1cc(/C=C/C(=O)OCC(=O)NCC2CCCCC2)ccc1O	-18	10
COC(=O)c1ccc(NC(=S)NC(=O)c2c(Cl)cnn2C)cc1	1	4
CCN(CC)S(=O)(=O)c1ccc(N2CCCC2)c(NC(=O)C2CSC3(C)CCC(=O)N23)c1 (stereo not given)	2	8
Cn1c(NC(=O)c2ccco2)c(-c2ccccc2)c(=O)c2ccccc21	-3	-14
CCO/N=C(\C)c1c(O)c(CC)c(-c2ccccc2)n(-c2ccccc2)c1=O	-16	8
CN(Cc1ccccc1)C(=O)c1cccc(NC(=O)Cc2ccc(NC(=O)C3CCN(C(=O)C4CCC4)CC3)cc2)c1	3	3
COc1ccc(CCN2C(=S)N(C)C(=O)C2CC(=O)Nc2ccc(OC)cc2)cc1 (stereo not given)	-15	5
CC(Sc1ccsc1[N+](=O)[O-])C(=O)NCc1ccco1 (stereo not given)	-3	0
CC(C)(C)C(=O)Nc1cccc(C(=O)c2cccc(NC(=O)C(C)(C)C)c2)c1	-3	6
CCOCCCNC(=O)C(c1ccccc1)N(Cc1cccs1)C(=O)c1ccccc1O (stereo not given)	3	-3
C[C@H]1CN([C@@H](C)CO)C(=O)CCCn2nncc2CO[C@@H]1CN(C)S(=O)(=O)c1cn(C)cn1	10	-8
CC(C(=O)NN=C(c1ccccc1)c1ccccc1)N1CCCC1 (stereo not given)	-8	4
COc1ccccc1N(C)S(=O)(=O)c1ccc(C(=O)OCC(=O)Nc2ccccc2F)cc1	-4	-6
Cc1cc(NS(=O)(=O)c2ccc(NC(=O)Cc3ccc(Cl)c(Cl)c3)cc2)no1	-11	-4
COc1ccccc1C(=O)NCCC(=O)N(C)CC(=O)Nc1c(Cl)cccc1Cl	-19	1
CCOC(=O)N1CCC(NC(=O)c2cccc3c2C(=O)N(Cc2cccnc2)C3)CC1	21	-16
O=c1[nH]c(=O)n(Cc2ccccc2)c2c1C(C(F)(F)F)(C(F)(F)F)N=C(c1ccco1)N2	-8	8
CNc1nc(-c2ccc3c(c2)CCN3C(=O)c2ccccc2F)c(C)s1	-7	-1
c1ccc(-n2c(SCc3ccncc3)nnc2-c2ccco2)cc1	-3	-1
CC(SCC(=O)Nc1ccc(F)cc1)c1nc2ccccc2c(=O)[nH]1 (stereo not given)	0	0
N#CCSc1nnc(COc2ccccc2)n1-c1ccccc1	-2	21
O=C(NCCCCc1ccccc1)c1ccc(Br)cc1	-5	-2

# Three compounds picked at random from the list so far, as already listed:
SMILES	TAG inh	TAG inh DAPI viability
CC(=O)N1N=C(c2ccccc2)CC1c1cccc([N+](=O)[O-])c1 (stereo not given)	-7	0
CNc1nc(-c2ccc3c(c2)CCN3C(=O)c2ccccc2F)c(C)s1	-7	-1
O=C(COC(=O)CNC(=O)c1ccc(Cl)cc1Cl)NNC(=O)c1ccccc1	9	-8

# Carrying on.
SMILES	TAG inh	TAG inh DAPI viability
COc1ccccc1CNC(=O)Cc1ccccc1	-2	4
Cc1nn(C)cc1CNC(=O)Nc1cccc(Cl)c1	-12	-4
CSc1ncc(CN2CCN(C(C)C)C(CCO)C2)cn1 (stereo not given)	-9	8
COc1ccccc1-c1cc(SC)c(C#N)c(=O)o1	4	-3
Cc1ccc(-c2cc(C(=O)NN3CCOCC3)c3cc(Br)ccc3n2)o1	3	9
CCN1CCN(C(=S)c2ccc(Cl)cc2)CC1	20	-6
CC(=O)c1cccc(NC(=O)C2CCCN2S(=O)(=O)c2cccs2)c1 (stereo not given)	15	3
Cc1ccc(CCCOC(=O)CN2CCCCC2)cc1	-6	3
CCCOC(=O)c1ccc(NC(=O)COC)cc1	10	-3

# Some of the compounds tested; count on the stated rates, not on these rows.
